HT1080NT lethal = qHTS for induction of synthetic lethality in tumor cells producing 2HG: qHTS for the HT-1080-NT fibrosarcoma cell line | Potency, µM (doses to about 46.1 µM), without a hit: at the top dose activity, negative = less viability, hits mostly cytotoxic | HT-1080-NT fibrosarcoma viability, CellTiter-Glo ATP luminescence, 48 h | 360,000 tested, 1.6% active;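 note: NT is the 2HG producing partner of a matched IDH1 knockdown line; potency is the fitted concentration of half-maximal effect; 0% = DMSO-treated cells and -100% = media-only wells without cells; nearly all actives have a fitted effect of over 55% in size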
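A 48-hour cytotoxicity screen used HT-1080-NT cells plated 2 hours before compound delivery. ATP-based CellTiter-Glo luminescence measured viability, normalized to DMSO and no-cell controls.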
SW480 rereplic = A quantitative high throughput screen for small molecules that induce DNA re-replication in SW480 colon adenocarcinoma cells; SW480 DNA re-replication, Hoechst DNA content imaging, 48 h; Potency, µM (highest dose often 46.1 µM), without a hit: top-dose re-replication activation, usual class: activators; 340,000 tested, 1.8% active; note: potency is the fitted concentration of half-maximal effect; % of control where 0% means no effect; nearly all actives have a fitted effect of over 55% in size
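First, 250 cells per well were seeded. Next, compound or vehicle (23 nL) was pinned in, plates sat 48 hr at 37 C. Finally Hoechst was added for 40 min before fluorescence scanning.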
ATXN2 expr inh = Primary qHTS for Inhibitors of ATXN expression; HEK-293 ATXN2-luciferase reporter, luminescence, 24 h; Potency, µM (series often up to 57 µM), inactives show at the top dose activity change, negative = inhibition, actives largely listed as inhibitors; 360,000 tested, 0.72% active; note: potency is the fitted concentration of half-maximal effect; % is set by controls: 0 for no effect and ±100 for the full control effect; nearly all actives have a fitted effect of over 55% in size
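ATXN2-luciferase reporter cells (luciferase flanked by upstream and downstream ATXN2 gene portions) were treated 24 h at 37 °C with compounds at up to 57 uM. SteadyGlo luminescence gave expression; GF-AFC fluorescence gave viability.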
MCF10A rerep = A quantitative high throughput screen for small molecules that induce DNA re-replication in MCF 10a normal breast cells; MCF 10A DNA re-replication, Hoechst nuclear intensity, 48 h; 350,000 tested, 2.9% active; Potency, µM (highest dose often 46.1 µM), inactives show top-dose activity, positive = re-replication, most hits filed as activators; AID 624296, 2012; note: potency is the fitted concentration of half-maximal effect; % of control where 0% means no effect; nearly all actives have a fitted effect of over 50% in size
HepG2 tox = qHTS for Inhibitors of TGF-b: Cytotox Counterscreen. HepG2 CAGA-GFP viability, ATP luminescence, 18 h. Potency, µM (series often up to 46.1 µM), inactives show top-dose activity change, negative = cytotoxicity, actives largely listed as cytotoxic. 410,000 tested, 0.76% active. AID 588856, 2011; note: potency is the fitted concentration of half-maximal effect; some results filed as inactive show a strong effect at the top dose
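CellTiter-Glo luminescence gave cytotoxicity after 18 hours at 37 degrees C. The cells were HepG2 CAGA-GFP in 1% FBS DMEM, stimulated with 500 pg/mL TGF-beta after compound addition. %Activity was normalised to no-cell wells (complete cell-killing) and DMSO (no toxicity), and curves were fitted and classified.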
IL1B secr inh = qHTS for Inhibitors of Inflammasome Signaling: IL-1-beta AlphaLISA Primary Screen. activity change, % at 57.5 µM. 360,000 tested, 4.7% active. AID 743279, 2014. THP-1 LPS/ATP IL-1B secretion, AlphaLISA, 16 h; stronger effect = lower value; in the data active = activity change below about -50%; inconclusive = mostly about -30% to -49%; note: % is set by controls: 0 for no effect and ±100 for the full control effect
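THP-1 cells pretreated 1 hr with compounds (up to 57.5 uM final), then stimulated with LPS (250 ng/mL final) plus ATP (1.25 mM final); secreted IL-1B measured by AlphaLISA after 16 hr, decreased signal indicating inhibition.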
HT1080 IDH1KD tx = qHTS for induction of synthetic lethality in tumor cells producing 2HG: qHTS for the HT-1080-IDH1KD cell line | HT-1080 IDH1 knockdown viability, ATP luminescence, 48 h | Potency, µM (highest dose often 46.1 µM), for the others: at the highest dose activity, negative = toxicity, usual class: cytotoxic | 360,000 tested, 2% active | AID 686971, 2013;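 note: potency is the fitted concentration of half-maximal effect; 0% = DMSO wells and -100% = cell-free medium wells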
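Using the IDH1-knockdown HT-1080 line run in the same batch and compound series as the NT line, viability after 48 h at 37 °C was determined by CellTiter-Glo luminescence and expressed as % activity.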
KB-3-1 cytotox = qHTS assay for MDR1-selective chemotherapeutics: Primary screen using the parental adenocarcinoma cell KB-3-1; KB-3-1 viability, CellTiter-Glo ATP luminescence, 72 h; Potency, µM (series often up to 46.1 µM), for inactives: at the highest dose activity change, negative = cytotoxic, most hits filed as cytotoxic; 400,000 tested, 1.4% active; AID 1347075, 2019; note: potency is the fitted concentration of half-maximal effect; % is set by controls: 0 for no effect and ±100 for the full control effect; nearly all actives have a fitted effect of over 60% in size
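Viability of parental KB-3-1 cells, measured by CellTiter-Glo luminescence, followed a 72 h incubation at 37 °C with pinned compounds in phenol-red-free DMEM containing 10% FBS.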
S2 tox = Viability Counterscreen for Primary qHTS for Inhibitors of ATXN expression; S2 cells (HEK-293 line with an ATXN2-luciferase reporter) viability, CellTiter-Fluor protease fluorescence, 24 h; Potency, µM (series often up to 56.7 µM), most hits filed as cytotoxic; 400,000 tested, 0.49% active; note: potency is the fitted concentration of half-maximal effect; nearly all actives have a fitted effect of over 40% in size
* = called active by the depositor; i = inactive; ? = inconclusive; · = not tested or not shown; & = joins results of further samples; [ ] = dose if it differs, or a comment. Unless noted, calls come from the whole dose curve; as a rule, active = well fitted curve in the direction sought with a large enough effect; inconclusive = small, poorly fitted or top-dose-only effect, or another doubt; inactive = no such curve, though single readings can be large; an effect the other way counts as inactive or inconclusive.

Values run as follows: HT1080NT lethal	SW480 rereplic	ATXN2 expr inh	MCF10A rerep	HepG2 tox	IL1B secr inh	HT1080 IDH1KD tx	KB-3-1 cytotox	S2 tox
1	C[C@H](CO)N1C[C@H](C)[C@@H](CN(C)Cc2ccccc2)Oc2c(NS(=O)(=O)c3ccc(F)cc3)cccc2C1=O
→ 0%	14%	4%	7%	-9%	-6	3%	1%	i
2	CC(CNC(=O)c1ccc(C(C)(C)C)cc1)CN(C)C (stereo unspecified)
→ 1%	·	5%	4%	1%	0	6%	27%	i
3	FC(F)(F)c1ccc(C2[C@H]3CN(Cc4ccc(-c5ccccc5)cc4)[C@H](c4ccccc4)C34CC2(c2cccnc2)C4)cc1 (stereo partly specified)
→ 4%	-4%	8%	25%	-23%	-4	7%	?	i
4	Cc1[nH]c2ccccc2c(=O)c1CNCc1ccccc1
→ 3%	·	·	·	-76%	1	0%	-4%	i
5	CC1CCCC(N2CCN(C(=O)c3cccc(F)c3)CC2)C1 (stereo unspecified)
→ 23%	7%	-4%	5%	3%	0	12%	0%	i
6	O=[N+]([O-])c1ccc(Nc2ccccc2F)nc1
→ 4%	-28%	-31%	-6%[9.22 µM]	-31%	-2	2%	?	·
7	Cc1cc(C)c(NC(=O)CN)c(C)c1
→ 15%	?	-25%[11.3 µM]	?	13%	-15	24%	-5%	i
8	CCOC(=O)NC(c1cccc(Cl)c1)C1CCCCCC1=O (stereo unspecified)
→ 1%	-4%	-4%	11%	-21%	21	1%	8%	i
9	O=c1c2nncn2ccn1-c1ccc(F)c(F)c1
→ ·	·	2%	·	4%	·	·	1%	i
10	COc1ccc(NC(=O)c2cc3n(n2)C(C(F)(F)F)CC(c2ccco2)N3)cc1 (stereo unspecified)
→ -51%	15%	-7%	23%	-32%	?	-43%	?	i
11	Cc1cccc(NC(=O)CSc2nnc(-c3ccco3)o2)c1C
→ 17%	0%	6%	-8%	-1%	6	10%	-19%	i
12	OCCc1ccccc1
→ -10%	-31%[inhibitor]	4%&-3%	-8%	-9%	6	13%	0%	i
13	Cc1sc2nc(CN(Cc3cccs3)C(=O)NC3CCCCC3)[nH]c(=O)c2c1C
→ ?	9%	-14%	?	-4%	?	?	?	i
14	COc1ccccc1NC(=O)NNC(=O)c1ccc2c(c1)NC(=O)C(C)(C)O2
→ ?	?	-21%	?	2%	20	?	?	i
15	C=C(C)CSc1nc(N)cc(=O)[nH]1
→ 28%	?	2%	-2%	2%	4	27%	18%	i
16	Cc1cc(C(=O)COc2ccccc2Cl)c(C)n1-c1ccc2c(c1)OCO2
→ -6%	?	180%[activator]	?	-1%	-10	-16%	18µM*	i
17	Cc1cc(NC(=O)CN2C(=O)[C@@H]3[C@H](C2=O)[C@@H]2C[C@H]3C(Br)C2Br)no1 (stereo partly specified)
→ 0%	-1%	-6%	1%	-19%	22	-2%	9%	i
18	COc1ccc(-c2c(C)nn(-c3ccccc3)c2NC(C)=O)cc1OC
→ 7%	-3%	-20%	6%	13%	16	0%	28%	?
19	O=c1cnc2ccccc2n1Cc1ccccc1
→ -6%	·	·	·	-8%	-7	-5%	-7%	i
20	O=[N+]([O-])c1cccnc1Oc1ccccc1F
→ 12%	-20%	7%	?	-19%	-1	9%	-2%	i

2 records picked at random from the list so far:
Values run as follows: HT1080NT lethal	SW480 rereplic	ATXN2 expr inh	MCF10A rerep	HepG2 tox	IL1B secr inh	HT1080 IDH1KD tx	KB-3-1 cytotox	S2 tox
15	C=C(C)CSc1nc(N)cc(=O)[nH]1
→ 28%	?	2%	-2%	2%	4	27%	18%	i
20	O=[N+]([O-])c1cccnc1Oc1ccccc1F
→ 12%	-20%	7%	?	-19%	-1	9%	-2%	i

Remaining list, next part
Codes – A = HT1080NT lethal; B = SW480 rereplic; C = ATXN2 expr inh; D = MCF10A rerep; E = HepG2 tox; F = IL1B secr inh; G = HT1080 IDH1KD tx; H = KB-3-1 cytotox; I = S2 tox
21) Cc1ccc(CN2CC(C(=O)N(CC(C)C)c3c(N)n(Cc4ccccc4)c(=O)[nH]c3=O)CC2=O)cc1 (stereo unspecified)
  A: -1% | B: 1% | C: -5% | D: 2% | E: 0% | F: -9 | G: 0% | H: 0% | I: ?

22) CC1NC(=O)c2cc3ccccc3cc2-n2c1nc1cc(Cl)ccc1c2=O (stereo unspecified)
  A: -12% | B: · | C: 8% | D: · | E: -39% | F: 16 | G: 3% | H: 31% | I: ?

23) COC(=O)N1[C@H](C)C=C[C@]1(Cc1ccccc1)C(=O)NCCCNc1ncc(C(F)(F)F)cc1Cl
  A: -2% | B: ? | C: -28% | D: ? | E: -19% | F: -6 | G: -4% | H: -2% | I: ?

24) CN(Cc1nc(-c2cnccn2)no1)CC1CCN(Cc2ccccc2)CC1
  A: -6% | B: 3% | C: · | D: 5% | E: -14% | F: -3 | G: -18% | H: 0% | I: i

In the list so far, eight have fluorine:
Codes – A = HT1080NT lethal; B = SW480 rereplic; C = ATXN2 expr inh; D = MCF10A rerep; E = HepG2 tox; F = IL1B secr inh; G = HT1080 IDH1KD tx; H = KB-3-1 cytotox; I = S2 tox
1) C[C@H](CO)N1C[C@H](C)[C@@H](CN(C)Cc2ccccc2)Oc2c(NS(=O)(=O)c3ccc(F)cc3)cccc2C1=O
  A: 0% | B: 14% | C: 4% | D: 7% | E: -9% | F: -6 | G: 3% | H: 1% | I: i

3) FC(F)(F)c1ccc(C2[C@H]3CN(Cc4ccc(-c5ccccc5)cc4)[C@H](c4ccccc4)C34CC2(c2cccnc2)C4)cc1 (stereo partly specified)
  A: 4% | B: -4% | C: 8% | D: 25% | E: -23% | F: -4 | G: 7% | H: ? | I: i

5) CC1CCCC(N2CCN(C(=O)c3cccc(F)c3)CC2)C1 (stereo unspecified)
  A: 23% | B: 7% | C: -4% | D: 5% | E: 3% | F: 0 | G: 12% | H: 0% | I: i

6) O=[N+]([O-])c1ccc(Nc2ccccc2F)nc1
  A: 4% | B: -28% | C: -31% | D: -6%[9.22 µM] | E: -31% | F: -2 | G: 2% | H: ? | I: ·

9) O=c1c2nncn2ccn1-c1ccc(F)c(F)c1
  A: · | B: · | C: 2% | D: · | E: 4% | F: · | G: · | H: 1% | I: i

10) COc1ccc(NC(=O)c2cc3n(n2)C(C(F)(F)F)CC(c2ccco2)N3)cc1 (stereo unspecified)
  A: -51% | B: 15% | C: -7% | D: 23% | E: -32% | F: ? | G: -43% | H: ? | I: i

20) O=[N+]([O-])c1cccnc1Oc1ccccc1F
  A: 12% | B: -20% | C: 7% | D: ? | E: -19% | F: -1 | G: 9% | H: -2% | I: i

23) COC(=O)N1[C@H](C)C=C[C@]1(Cc1ccccc1)C(=O)NCCCNc1ncc(C(F)(F)F)cc1Cl
  A: -2% | B: ? | C: -28% | D: ? | E: -19% | F: -6 | G: -4% | H: -2% | I: ?

Compound activity deposited in PubChem BioAssay by National Center for Advancing Translational Sciences (NCATS).
